# Assay outcomes deposited in PubChem BioAssay by several laboratories.
# Spn PMK inh = S. pneumoniae PMK inhibitors, primary screen, biochemical, mevalonate pathway, pilot trial included | phosphomevalonate kinase (Streptococcus pneumoniae D39) | 0.49% of 65,000 active | purified PMK, PK/LDH-coupled NADH absorbance 340 nm | inhibition, % at 10 µM;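 active means top-ranked compounds by inhibition in the single 10 µM screen, taking a fixed number of the strongest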;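 further: 0% = full reaction with DMSO carrier and 100% = background rate without enzyme reaction; no value below 0 was filed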
# LYP phosphatase = LYP phosphatase inhibitors, primary screen, biochemical, DiFMUP fluorescence, recombinant catalytic domain, 10 µM (AID 606); Tyrosine-protein phosphatase non-receptor type 22 (Homo sapiens); recombinant LYP catalytic domain, DiFMUP fluorescence; higher % means a stronger effect; inhibition, % at 10 µM; hits with a dose series show IC50 in µM; 52,000 tested, under 10 active;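 active means IC50 under 40 µM in the dose-response test; inactive means IC50 of 40 µM or more, or never dose-tested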
# Spn MK inh = S. pneumoniae MK inhibitors, primary screen, biochemical, PK/LDH-coupled NADH absorbance; purified MK, PK/LDH-coupled NADH absorbance 340 nm; inhibition, % at 10 µM; 0.48% of 65,000 active;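 active means ranked among the strongest by inhibition in the single 10 µM screen, a fixed top-ranked set picked for dose follow-up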; further: no value below 0 was filed
# HPDE-C7K KRASV12 = cytotoxicity in KRAS-transformed pancreatic duct cells, primary screen, cell-based, fluorescence, HTS (AID 431); 1.7% of 63,000 active; HPDE-C7K KRASV12 cells, Alamar Blue viability, 48 h; higher % means a stronger effect; one-dose cytotoxicity, % at 10 µM; EC50 in µM for titrated hits;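 active means compounds whose percent cytotoxicity in the single-dose primary screen, scaled between solvent and toxic-drug controls, exceeds 50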;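 further: 0% = DMSO solvent wells and 100% = doxorubicin-treated wells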
# Bfl-1 displacement = Bfl-1 inhibitors, primary screen, biochemical, fluorescence polarization, FITC-Bid, mouse (AID 432). 0.02% of 64,000 active. Bcl-2-related protein A1 (Mus musculus). FITC-Bid BH3 peptide fluorescence polarization displacement; higher % means a stronger effect. displacement, % at 20 µM, or IC50 in µM where a hit was titrated; in the data active means a potency from the dose series; inactive means the rest, 99 in 100 with displacement below about 15%; further: strong numbers were not always called active
# HT1080 viability = cytotoxicity in HT1080 fibrosarcoma cells, cell-based, fluorescence readout (AID 620) | HT1080 viability, fluorescence; higher % means a stronger effect | cytotoxicity, % at 10 µM, or EC50 in µM where a hit was titrated | 0.42% of 87,000 active;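 further: cells exposed to compound overnight then 4 h with Alamar Blue; 0% = vehicle DMSO and 100% = killing control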
# HPDE-C7 viability = cytotoxicity in HPDE-C7 cells, cell-based, fluorescence, HTS (AID 430) | one-dose cytotoxicity, % at 10 µM; EC50 in µM for titrated hits | HPDE-C7 pancreatic duct cells viability, fluorescence; higher % means a stronger effect | 1.8% of 63,000 active;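 further: cells exposed to compound for 48 hours before viability readout; 0% = vehicle and 100% = reference cytotoxic drug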
# TNAP inhibition = human TNAP enzyme inhibitors, biochemical, luminescent (AID 518); Alkaline phosphatase, tissue-nonspecific isozyme (Homo sapiens); purified TNAP enzyme, luminescent substrate readout; higher % means a stronger effect; inhibition, % at 20 µM; hits with a dose series show IC50 in µM; 0.09% of 64,000 active; in the data active means a potency from the dose series; inactive means the rest, 99 in 100 with inhibition below about 22%;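 further: plate controls were vehicle for no effect and reference inhibitor for full effect; many of its hits are not listed in these tables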
# DPM-DC inhibit = S. pneumoniae DPM-DC inhibitors, primary screen, biochemical, PK/LDH-coupled NADH fluorescence | purified DPM-DC | calls only at 10 µM | diphosphomevalonate decarboxylase (Streptococcus pneumoniae D39) | 0.49% of 65,000 active | AID 556, 2006;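 active means the 320 compounds with the highest percent inhibition in the single-dose primary screen, excluding strongly autofluorescent ones, cut at about 32% in these data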;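 further: kinetic rate of NADH fluorescence loss reporting ADP formed by the decarboxylase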
# Spn PMK inh pilot replicates = also measured in Spn PMK inh; calls as there; inhibition, %; measured here: pilot screen replicates
# Spn MK inh pilot replicates = recorded beside Spn MK inh, whose call it bears; inhibition, %; measured here: pilot screen replicates
# DPM-DC inhibit pilot screen % = recorded beside DPM-DC inhibit, whose call it bears; inhibition, %; measured here: pilot screen trials
# Active calls of the source: *; i = inactive; x = no result given. Unless noted, no stated cut-off is given here; in the data, active means cytotoxicity above about 50%; inactive means the rest.
SMILES,Spn PMK inh,LYP phosphatase,Spn MK inh,HPDE-C7K KRASV12,Bfl-1 displacement,HT1080 viability,HPDE-C7 viability,TNAP inhibition,DPM-DC inhibit,others
CCCCC(=O)C1C(=O)NC(=O)NC1=O,3.0,4.2%,5.0,-33.1%,-3.0%,-0.5%,-26.2%,8.5%,i,
Fc1ccc2c(c1)nnn2C1CCN(Cc2nnnn2C2CCCCC2)CC1,8.0,8.0%,6.0,-22.1%,-10.0%,-14.9%,-8.0%,10.3%,i,
CCOC(=O)c1cn2nc(OP(=S)(OCC)OCC)cc2nc1C,2.0,7.8%,5.0,-27.1%,-1.1%,-4.4%,-6.9%,1.1%,i,
COc1ccc(OC)c(N2C(=O)NC(=O)C3(Cc4cc(C)ccc4N(C)C3)C2=O)c1 (centres undefined),12.0,x,10.0,12.0%,-5.6%,0.0%,8.6%,17.4%,i,
CN(C(=O)c1ccco1)C1(c2ccccc2Cl)CCCCC1=O (centres undefined),0.0,x,5.0,-5.2%,1.5%,5.9%,-31.0%,1.7%,i,
COc1ccccc1/C=C1/C(=N/O)C2CCN1CC2,13.0,-9.7%,5.0,-4.2%,-0.3%,4.4%,-0.1%,10.4%,i,Spn PMK inh pilot replicates=1.5;Spn MK inh pilot replicates=2.0;DPM-DC inhibit pilot screen %=0.0
COc1cc2c(C(=O)N3CCN(C)CC3)c(C)n(C)c2cc1Br,6.0,x,0.0,2.6%,4.7%,1.6%,3.0%,3.8%,i,
O=c1[nH]c(=O)n(Cc2ccco2)c(O)c1C=NCCCn1ccnc1,0.0,5.5%,i,-3.3%,-1.2%,0.3%,16.8%,15.5%,i,Spn PMK inh pilot replicates=0.0;Spn MK inh pilot replicates=1.5;DPM-DC inhibit pilot screen %=0.0
CC(CO)(CO)N=Cc1c(O)n(-c2cccc3ccccc23)c(=O)[nH]c1=O,7.0,1.5%,0.0,9.4%,3.2%,x,2.1%,13.4%,i,
COc1ccc(C2NCc3ccc4c(c3-n3cccc32)OCO4)cc1OC (centres undefined),4.0,x,4.0,3.2%,4.6%,-2.8%,-0.1%,5.9%,i,
CCC(=NC1CC1)c1c(O)n(-c2ccc(OC)cc2)c(=O)[nH]c1=O,0.0,6.1%,0.0,-5.3%,-0.5%,-11.7%,-6.0%,16.5%,i,
CCCC(C)C1(CC)C(=O)NC(=Nc2ccc(F)cc2)NC1=O (centres undefined),7.0,0.7%,5.0,-1.2%,-1.6%,3.3%,5.9%,14.4%,i,
O=c1c2ccccc2nc(-c2ccco2)n1-c1cccnc1,0.0,0.3%,0.0,0.0%,3.9%,-5.1%,-9.7%,4.3%,i,
COc1cc(C2SCC(=O)Nc3c2c(=O)[nH]n3C2CCCCCC2)cc(OC)c1OC (centres undefined),0.0,-2.6%,7.0,-10.6%,5.2%,-1.1%,-9.6%,-1.3%,i,
CN1CCc2nc(SCC(=O)OC(C)(C)C)c(C#N)cc2C1,0.0,8.3%,13.0,4.5%,6.6%,1.1%,8.4%,7.1%,x,
CCSc1nnc([C@@H](N)Cc2c[nH]c3ccccc23)o1,14.0,x,7.0,-0.1%,-7.1%,7.7%,-4.3%,15.7%,i,
CC(=O)Nc1ccc(OC(=O)N2CCCCC2)cc1,3.0,6.7%,1.0,-7.7%,-2.2%,x,1.4%,9.7%,i,
CN(C)C1=C(C#N)C(c2ccccc2)=NP(N(C)C)(N(C)C)=N1,17.0,8.5%,0.0,-10.8%,1.3%,13.7%,-11.9%,7.9%,i,
Cc1cc(NC(=O)CCC(=O)N2CCC3(CC2)OCCO3)no1,12.0,x,0.0,-17.4%,-2.4%,-4.2%,-2.3%,12.6%,i,
O=C(NCc1ccc(C(=O)N2CCC3(CC2)OCCO3)cc1)c1ccc2c(c1)OCO2,9.0,-4.3%,0.0,-11.6%,2.3%,-3.0%,-19.3%,3.1%,i,
Cc1ccc(-n2c(O)c(C=NC3CCCCC3N)c(=O)[nH]c2=O)cc1C (centres undefined),3.0,8.4%,3.0,-8.8%,-9.2%,1.8%,-21.1%,2.9%,i,
O=C(CN1CC(c2ccccc2)CC1=O)NCc1ccc(F)cc1 (centres undefined),6.0,15.7%,4.0,4.4%,4.8%,-0.5%,2.6%,5.8%,i,
O=C(c1cc(-c2ccncc2)nc2ccccc12)N1CCC2(CC1)OCCO2,13.0,-0.5%,4.0,4.3%,0.4%,22.0%,-5.1%,8.9%,i,
CCOC(=O)C(O)(c1ccc(N)c(OC)c1)C(F)(F)F (centres undefined),12.0,-4.6%,8.0,1.5%,-10.6%,21.5%,-3.2%,4.0%,i,
COc1ccc(-n2c(O)c(C(C)=NCc3ccco3)c(=O)[nH]c2=O)cc1,3.0,13.7%,7.0,33.3%,0.2%,10.5%,3.6%,8.4%,i,
CN1CCN(c2nccc3c2ncn3C)CC1,17.0,x,6.0,3.3%,6.7%,4.1%,4.5%,-0.2%,i,
CC(=NCc1ccc2c(c1)OCO2)c1c(O)n(C)c(=O)n(C)c1=O,17.0,-13.4%,11.0,26.4%,-5.9%,0.4%,26.4%,14.9%,i,Spn PMK inh pilot replicates=4.0;Spn MK inh pilot replicates=1.0;DPM-DC inhibit pilot screen %=2.0
O=C(C1CC(c2ccc(Cl)c(Cl)c2)=NO1)N1CCC2(CC1)OCCO2 (centres undefined),2.0,x,8.0,17.0%,15.6%,-3.7%,-9.3%,8.5%,i,

# An excerpt from above in order of SMILES length, smallest number first.
SMILES,Spn PMK inh,LYP phosphatase,Spn MK inh,HPDE-C7K KRASV12,Bfl-1 displacement,HT1080 viability,HPDE-C7 viability,TNAP inhibition,DPM-DC inhibit,others
CC(=O)Nc1ccc(OC(=O)N2CCCCC2)cc1,3.0,6.7%,1.0,-7.7%,-2.2%,x,1.4%,9.7%,i,
O=c1c2ccccc2nc(-c2ccco2)n1-c1cccnc1,0.0,0.3%,0.0,0.0%,3.9%,-5.1%,-9.7%,4.3%,i,
CCOC(=O)C(O)(c1ccc(N)c(OC)c1)C(F)(F)F (centres undefined),12.0,-4.6%,8.0,1.5%,-10.6%,21.5%,-3.2%,4.0%,i,
CCSc1nnc([C@@H](N)Cc2c[nH]c3ccccc23)o1,14.0,x,7.0,-0.1%,-7.1%,7.7%,-4.3%,15.7%,i,
Cc1cc(NC(=O)CCC(=O)N2CCC3(CC2)OCCO3)no1,12.0,x,0.0,-17.4%,-2.4%,-4.2%,-2.3%,12.6%,i,
COc1cc2c(C(=O)N3CCN(C)CC3)c(C)n(C)c2cc1Br,6.0,x,0.0,2.6%,4.7%,1.6%,3.0%,3.8%,i,
Fc1ccc2c(c1)nnn2C1CCN(Cc2nnnn2C2CCCCC2)CC1,8.0,8.0%,6.0,-22.1%,-10.0%,-14.9%,-8.0%,10.3%,i,
O=c1[nH]c(=O)n(Cc2ccco2)c(O)c1C=NCCCn1ccnc1,0.0,5.5%,i,-3.3%,-1.2%,0.3%,16.8%,15.5%,i,Spn PMK inh pilot replicates=0.0;Spn MK inh pilot replicates=1.5;DPM-DC inhibit pilot screen %=0.0
CC(=NCc1ccc2c(c1)OCO2)c1c(O)n(C)c(=O)n(C)c1=O,17.0,-13.4%,11.0,26.4%,-5.9%,0.4%,26.4%,14.9%,i,Spn PMK inh pilot replicates=4.0;Spn MK inh pilot replicates=1.0;DPM-DC inhibit pilot screen %=2.0
CCC(=NC1CC1)c1c(O)n(-c2ccc(OC)cc2)c(=O)[nH]c1=O,0.0,6.1%,0.0,-5.3%,-0.5%,-11.7%,-6.0%,16.5%,i,
COc1ccc(-n2c(O)c(C(C)=NCc3ccco3)c(=O)[nH]c2=O)cc1,3.0,13.7%,7.0,33.3%,0.2%,10.5%,3.6%,8.4%,i,
O=C(NCc1ccc(C(=O)N2CCC3(CC2)OCCO3)cc1)c1ccc2c(c1)OCO2,9.0,-4.3%,0.0,-11.6%,2.3%,-3.0%,-19.3%,3.1%,i,
COc1ccc(OC)c(N2C(=O)NC(=O)C3(Cc4cc(C)ccc4N(C)C3)C2=O)c1 (centres undefined),12.0,x,10.0,12.0%,-5.6%,0.0%,8.6%,17.4%,i,

# A portion of the library (hit frequency here may not be typical).
